# Screening results from PubChem BioAssay.
# RmlC RmlD mix: RmlC/RmlD inhibition, mixture screen | RmlC/RmlD coupled enzyme inhibition, 384-well mixture HTS | inhibition, % at 5.5 µM | 110,000 compounds, 0.39% hits | AID 1532; in the data active means inhibition above about 30%, passing the limit was not always enough; further: strong numbers were not always called active
# HIV RNase H inh: inhibitors of HIV-1 reverse transcriptase RNase H. AID 565. 65,000 compounds, 1.9% hits. RT-RNase H RNA/DNA duplex cleavage, fluorescence. inhibition, % at 10 µM; in the data active means inhibition above about 50%
# * hit, by the source's call; · = not tested or not shown. This is a subset. The share of hits here may be higher or lower than overall.
1. Cc1cccc(-c2nnc(SCCOc3ccc4c(C)cc(=O)oc4c3)o2)c1
2. O=C(CSc1ccccc1C(=O)O)Nc1cccc(C(=O)O)c1
3. CCCCOc1ccc(NC(=O)C(=O)NCCC2=CCCCC2)cc1
4. Cc1nnc2n(-c3ccccc3)c(=O)c3c4c(sc3n12)COC(C)(C)C4
5. CC(C)CCNC(=O)c1ccc2c(c1)ncn2C1CCCCC1
6. CCC1(C(=O)c2ccccc2)C2c3cc(Br)ccc3OC(=O)C21C(=O)N1CCOCC1 (stereo not given)
7. CC1CCC(C(=O)NC(C(=O)NCCCN2CCOCC2)C(C)C)CC1 (stereo not given)
8. Oc1cc(O)c2c(c1)O[C@H](c1ccc(O)c(O)c1)[C@@H](O)C2
9. O=C(NCc1ccccc1)c1c(F)c(F)c(F)c(F)c1F
10. COc1cc(NS(=O)(=O)c2ccc(OC)c(OC)c2)cc(OC)c1

Screen / compound no.	1	2	3	4	5	6	7	8	9	10
RmlC RmlD mix	140	1	5	4	1	-119	-34	2	6	8
HIV RNase H inh	·	-2	·	7	·	·	-12	·	-9	-4

11. O=C(Nc1ccc(OCc2ccccc2)cc1)c1cccnc1
12. c1ccc(-c2cc(N3CCCCC3)nc(-c3ccccc3)n2)cc1
13. Cc1cc2n(n1)SC(Nc1ccc(F)c(Cl)c1)N2 (stereo not given)
14. CS(=O)(=O)Nc1ccccc1C(=O)Nc1ccc2c(c1)OCCO2
15. CCOC(=O)N1CCN(c2c(NCc3cccs3)c(=O)c2=O)CC1
16. O=C(Nc1ccccn1)[C@@H]1CCC(=O)N1C(=O)OCc1ccccc1
17. CN(Cc1ccccc1)c1nc2c(c(=O)[nH]c(=O)n2C)n1CCCc1ccccc1
18. CCCCN1C(N)=NC[C@@H]1Cc1ccc(O)cc1
19. Cc1c(NC(=S)/C=C2\N(C)c3ccccc3C2(C)C)c(=O)n(-c2ccccc2)n1C
20. CC(C)CNS(=O)(=O)c1ccccc1C(=O)N1CCCCC1

Screen / compound no.	11	12	13	14	15	16	17	18	19	20
RmlC RmlD mix	-4	-11	8	-7	-5	4	-8	13	-3	-6
HIV RNase H inh	·	·	·	9	-5	4	-7	·	·	-7

21. Cc1cccc(C)c1-n1c(C)cc(/C=N\Nc2ccc([N+](=O)[O-])cn2)c1C
22. O=C(Nc1ccc(Cc2ccc(NC(=O)N3CCOCC3)cc2)cc1)N1CCOCC1
23. CCCNC(=O)CN(C)C(=O)c1n[nH]c2ccccc12
24. CN(C)CCNC(=O)c1ccc(COCC(F)(F)F)cc1
25. CCOC(=O)C(Cc1ccc(NC(=O)/C(=C/c2ccccc2)NC(=O)c2ccccc2)cc1)N1C(=O)c2ccccc2C1=O (stereo not given)
26. COC(=O)c1cc(NC(=O)Cn2c(=O)cnc3ccccc32)cc(C(=O)OC)c1
27. COCC(=O)Nc1cc(OC)ccc1OC
28. O=C(NCc1nnc(SCC(=O)N2CCN(c3ccccc3)CC2)o1)c1ccco1
29. N#C/C(=C\c1ccc(O)c(O)c1)S(=O)(=O)c1ccccc1
30. COc1cc(CNCCSc2nnnn2C)cc(Br)c1OCc1ccc(F)cc1

Screen / compound no.	21	22	23	24	25	26	27	28	29	30
RmlC RmlD mix	-6	-24	26	4	-6	30	5	3	-7	-9
HIV RNase H inh	·	-12	-5	-3	·	20	4	0	21	·

31. C[C@]12CCC[C@H](O1)c1c(cc3c(c1O)C(=O)c1c(O)cc(O)cc1C3=O)O2
32. Nc1nc(C2CC(=O)OC23CCCCC3)cs1 (stereo not given)
33. O=C1CN(C(=O)c2ccc(Br)o2)C(c2ccccc2)c2cc(Cl)ccc2N1 (stereo not given)
34. CCCCCC(=O)Nc1cccc(C2=NOC3(C2)C[C@@H](C(N)=O)N(C(=O)Cc2ccc([N+](=O)[O-])cc2)C3)c1 (stereo not given in full)
35. COC(=O)c1ccccc1NC(=O)CSc1nnnn1C
36. CCOC(=O)c1ccc2cccc(C)n2c1=O
37. Cc1ccc(S(=O)(=O)N2CCN(c3nc4ccccc4nc3-n3nc(C)cc3C)CC2)cc1
38. Cc1ccc(SCC(=O)NCc2ccco2)cc1
39. CCCCCCNc1c(C(=O)OCC)c(=O)[nH]c2ccccc12
40. CCOC(=O)c1[nH]c2cc(OC)c(OC)cc2c1NC(=O)CN1CCN(C)CC1

Screen / compound no.	31	32	33	34	35	36	37	38	39	40
RmlC RmlD mix	-18	-6	5	-461	-10	-9	-44	2	17	0
HIV RNase H inh	·	·	-1	·	·	·	-6	-3	-11	2

41. CCn1cc(C(=O)NCc2ccco2)c2cc(OC)c(OC)cc2c1=O
42. COc1cc(CNc2ncn[nH]2)cc(Br)c1OC
43. CCOC(=O)C1CCN(C(=O)N2CCOCC2)CC1
44. O=C(O)c1cc(N2C(=O)C3C4C=CC(C4)C3C2=O)ccc1NCc1cccnc1 (stereo not given)
45. CNC(=S)N1CCN(c2c(F)cc3c(=O)c(C(=O)O)cn(C4CC4)c3c2OC)CC1C (stereo not given)
46. CCCc1[nH][nH]c(=O)c1C(c1cccc(Cl)c1)C(C#N)C#N (stereo not given)
47. O=S(=O)(Nc1cnc2ccccc2c1)N1CCCCCC1
48. Cc1cc(C=O)c(C)n1-c1ccc(N2CCCC2)c([N+](=O)[O-])c1
49. CCOC(=O)c1nnn(-c2nonc2OC)c1-c1ccccc1
50. CC(C)Oc1ccc(CNCCC2(C(C)C)CCOC(C)(C)C2)cc1 (stereo not given)

Screen / compound no.	41	42	43	44	45	46	47	48	49	50
RmlC RmlD mix	1	5	7	-8	13	12	9	-6	8	5
HIV RNase H inh	-8	-4	-7	-3	·	-83	-23	·	-24	·

51. CC1CCCCN1C(=O)CSc1nc(N)cc(=O)[nH]1 (stereo not given)
52. COc1ccc(C(=O)n2nc(-c3ccco3)nc2N)cc1
53. COC(=O)Cn1c(CN2CCN(c3ccccc3F)CC2)nc2c1c(=O)n(C)c(=O)n2C
54. CCOC(=O)N1CCC(N(C(=O)Nc2ccccc2)C(C)CC)CC1 (stereo not given)
55. Brc1cccc(OCCOCCn2ccnc2)c1
56. CC(=O)OC1N=C(c2ccc(Cl)cc2)c2cc(Br)ccc2NC1=O (stereo not given)
57. Cc1cc(C)c2c(n1)nn1c(-n3ccnc3)cc(C)nc21
58. COc1ccc(-c2nn(-c3ccccc3)cc2/C=C2/SC(=S)N(Cc3ccco3)C2=O)c(C)c1
59. O=C(O)c1cc(S(=O)(=O)Nc2ccc3oc(=O)sc3c2)ccc1O
60. C=CCNC(=S)NNc1ncnc2sc3c(c12)CC(C)(C)OC3

Screen / compound no.	51	52	53	54	55	56	57	58	59	60
RmlC RmlD mix	5	11	·	0	-9	-1	10	10	5	58
HIV RNase H inh	·	·	-9	7	·	·	-11	·	82*	·

61. Cc1cc(C)c(C)c(OCC(=O)N2CCCCCC2)c1
62. CCOC(=O)C1=C(N)Oc2cc(C)n(C)c(=O)c2C1c1ccncc1 (stereo not given)
63. CC(=O)CCS(=O)(=O)c1ccc(C)c(C)c1
64. COc1cc(/C=C(\C#N)c2nc3ccc(C)cc3[nH]2)c([N+](=O)[O-])cc1OC
65. Cc1cc(=O)[nH]c2c1c(C)nn2-c1ccccc1
66. Cn1c(=O)cc(-c2ccccc2)c2ccccc21
67. CCCCNC(=O)COC(=O)c1ccc(NS(=O)(=O)c2ccc3c(c2)OCCO3)cc1
68. CC(=O)c1c(OC(=O)c2ccc(C)cc2)c2ccccc2n1C
69. Fc1ccc(Nc2ncnc3sc4c(c23)CCC4)cc1
70. Cc1cc(C)nc(SCc2nc3ccccc3n2C)n1

Screen / compound no.	61	62	63	64	65	66	67	68	69	70
RmlC RmlD mix	-7	-20	-14	-26	5	6	7	-1	22	7
HIV RNase H inh	·	-15	-11	·	-14	-38	·	·	·	-36

71. Cc1ccc[n+](CC(=O)Nc2cc(C(F)(F)F)ccc2Cl)c1
72. CSC1=C(C#N)C(c2ccc(Cl)cc2)C2=C(CC(C)(C)CC2=O)N1 (stereo not given)
73. C/C(=N\NS(C)(=O)=O)c1ccc(C)cc1
74. O=C1NC[C@@H](Cc2cccc3ccccc23)N(CCc2cc(C(F)(F)F)cc(C(F)(F)F)c2)C1=O
75. CSc1nc(C)cc(-n2cc(F)c(=O)[nH]c2=O)n1
76. CN(C(=O)c1cnccn1)c1nnc(-c2cnccn2)s1
77. COc1ccc(OC)c(CN2CCCC(CO)C2)c1 (stereo not given)
78. CCc1cccc2c(SCC(=O)NCC3CCCO3)nc(-c3ccc(F)cc3)nc12 (stereo not given)
79. Nc1nsc2ccccc12
80. COc1ccc(N2CCN(c3oc(COc4ccccc4)nc3C#N)CC2)cc1

Screen / compound no.	71	72	73	74	75	76	77	78	79	80
RmlC RmlD mix	11	82	0	10	-6	27	6	-1	-3	-8
HIV RNase H inh	·	2	·	·	-6	0	·	·	-13	-11

81. O=C(N/N=C\c1ccc(F)cc1)c1csnn1
82. COc1ccc2c(=O)c(-c3nc(C)cs3)coc2c1
83. CCO[C@H]1OC(C(=O)NCc2nc3ccccc3[nH]2)=C[C@@H](c2ccc(Br)cc2)[C@@H]1CCCO
84. CCCCCN(C(=O)CN(C)Cc1ccc(OC)cc1OC)c1c(N)n(CCCC)c(=O)[nH]c1=O
85. Cc1cc(C)cc(NC(=O)c2ccccc2CC[N+](=O)[O-])c1
86. Cc1ccc(C)c(CSc2nc3ccncc3n2CC(=O)Nc2ccc(C)c(C)c2)c1
87. COc1ccc(C)cc1-n1c(SCC(=O)Nc2cc(C)on2)nc2sc(C)c(C)c2c1=O
88. O=C(CN1CCC(C(O)(c2ccccc2)c2ccccc2)CC1)Nc1cc(Cl)ccc1Cl
89. COC(=O)C1CCN(C(=O)c2cc(OC)c(OC)c(OC)c2)CC1
90. Cc1sc2nc(CN3CCCC3)nc(N3CCN(S(=O)(=O)c4cccs4)CC3)c2c1C

Screen / compound no.	81	82	83	84	85	86	87	88	89	90
RmlC RmlD mix	7	-15	-9	6	-4	7	15	-7	-16	6
HIV RNase H inh	·	-15	·	·	·	·	16	·	4	17

91. O=C1NC[C@@H](Cc2ccc(O)cc2)N(CCc2cccc3ccccc23)C1=O
92. O=C(Nc1ccccn1)C12CC3CC(C1)CC(C(=O)Nc1ccccn1)(C3)C2
93. N/C(=N\O)c1ccc(NC(=O)c2ccc(Br)o2)cc1
94. COc1ccc(C2/C=C\CN(C(=O)C3CC3)CC(=O)N2Cc2ccc(F)cc2)cc1 (stereo not given)
95. Cc1cccnc1NC(=O)CCCN1C(=O)c2ccccc2C1=O
96. Cc1ccc(C)c(-n2c(CNC(=O)c3ccco3)nnc2SCC(=O)N2CCc3ccccc32)c1
97. O=C(N/N=C/c1ccc([N+](=O)[O-])o1)c1cc(-c2cccc(Br)c2)nc2ccccc12
98. CCn1c(=O)c2c(nc3n2CC(C)CN3CCc2ccccc2)n(C)c1=O (stereo not given)
99. COc1cccc(NC(=O)CSc2nncn2-c2ccccn2)c1
100. O=C(O)c1ccc2c(c1)-c1nc3ccccc3n1C2=O

Screen / compound no.	91	92	93	94	95	96	97	98	99	100
RmlC RmlD mix	7	3	-11	6	10	·	-9	-10	5	122*
HIV RNase H inh	·	-1	-2	·	-6	-9	·	-2	-5	·

# In the list so far, twelve contain an NH in an aromatic ring:
17. CN(Cc1ccccc1)c1nc2c(c(=O)[nH]c(=O)n2C)n1CCCc1ccccc1
23. CCCNC(=O)CN(C)C(=O)c1n[nH]c2ccccc12
39. CCCCCCNc1c(C(=O)OCC)c(=O)[nH]c2ccccc12
40. CCOC(=O)c1[nH]c2cc(OC)c(OC)cc2c1NC(=O)CN1CCN(C)CC1
42. COc1cc(CNc2ncn[nH]2)cc(Br)c1OC
46. CCCc1[nH][nH]c(=O)c1C(c1cccc(Cl)c1)C(C#N)C#N (stereo not given)
51. CC1CCCCN1C(=O)CSc1nc(N)cc(=O)[nH]1 (stereo not given)
64. COc1cc(/C=C(\C#N)c2nc3ccc(C)cc3[nH]2)c([N+](=O)[O-])cc1OC
65. Cc1cc(=O)[nH]c2c1c(C)nn2-c1ccccc1
75. CSc1nc(C)cc(-n2cc(F)c(=O)[nH]c2=O)n1
83. CCO[C@H]1OC(C(=O)NCc2nc3ccccc3[nH]2)=C[C@@H](c2ccc(Br)cc2)[C@@H]1CCCO
84. CCCCCN(C(=O)CN(C)Cc1ccc(OC)cc1OC)c1c(N)n(CCCC)c(=O)[nH]c1=O

Screen / compound no.	17	23	39	40	42	46	51	64	65	75	83	84
RmlC RmlD mix	-8	26	17	0	5	12	5	-26	5	-6	-9	6
HIV RNase H inh	-7	-5	-11	2	-4	-83	·	·	-14	-6	·	·
